FBW7 activator: FBW7 E3 ligase activators, primary screen, biochemical, AlphaScreen, human; actives 0.13% (n = 650,000); F-box/WD repeat-containing protein 7 (Homo sapiens), Q969H0; AlphaScreen FBW7–phospho-cyclin E peptide binding, activator screen; normalized activity (activation), % at 26.1 µM; in the data active = normalized activity above about 1.9%;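 note: purified mutant Fbw7 with reduced substrate affinity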
Target sequence (Q969H0 whole entry, looked up): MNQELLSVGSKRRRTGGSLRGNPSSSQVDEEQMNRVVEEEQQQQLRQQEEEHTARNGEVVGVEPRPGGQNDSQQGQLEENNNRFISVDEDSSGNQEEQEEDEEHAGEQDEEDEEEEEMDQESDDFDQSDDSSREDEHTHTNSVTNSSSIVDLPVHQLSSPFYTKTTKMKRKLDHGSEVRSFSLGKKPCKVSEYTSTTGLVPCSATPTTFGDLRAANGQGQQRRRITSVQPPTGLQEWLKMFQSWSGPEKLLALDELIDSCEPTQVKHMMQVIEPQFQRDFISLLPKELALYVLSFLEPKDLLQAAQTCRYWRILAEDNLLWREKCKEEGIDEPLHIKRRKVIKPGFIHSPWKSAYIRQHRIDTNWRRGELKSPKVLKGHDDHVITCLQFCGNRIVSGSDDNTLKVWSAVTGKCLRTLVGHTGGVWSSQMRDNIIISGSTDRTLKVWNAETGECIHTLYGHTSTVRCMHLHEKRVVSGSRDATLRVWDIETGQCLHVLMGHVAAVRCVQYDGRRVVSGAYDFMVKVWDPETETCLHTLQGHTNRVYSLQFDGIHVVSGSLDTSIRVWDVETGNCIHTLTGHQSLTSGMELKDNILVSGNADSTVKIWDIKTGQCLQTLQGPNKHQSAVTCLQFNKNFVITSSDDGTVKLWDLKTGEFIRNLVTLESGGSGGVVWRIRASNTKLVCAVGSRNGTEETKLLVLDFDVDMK
TEAD-YAP inh: TEAD-YAP interaction inhibition, primary screen, TEAD-YAP interaction inhibitor project, luminescence, HEK-TIYL cells; actives 1.4% (n = 640,000); AID 1259422, 2018; TEAD-Gal4/YAP UAS-luciferase luminescence; inhibition, % at 9.12 µM; in the data active = inhibition above about 32%;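 note: 0% = median of test compound wells and 100% = reference inhibitor wells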
MITF inh: MITF inhibitors, primary screen, biochemical, AlphaScreen, human. AlphaScreen MITF homodimerization, bead proximity signal. Microphthalmia-associated transcription factor (Homo sapiens), O75030. actives 0.91% (n = 650,000). inhibition, % at 2.6 µM. AID 1259374, 2018; in the data active = inhibition above about 50%;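 note: 0% = vehicle wells with protein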
GPR151 activ: activators of human GPR151, primary screen, cell-based, PathHunter beta-arrestin, luminescence | G-protein coupled receptor 151 (Homo sapiens), Q8TDV0 | activation, % at 11.2 µM | PathHunter beta-arrestin GPR151 cells | actives 1% (n = 650,000) | AID 1508602, 2020; in the data active = activation above about 4.9%;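 note: 0% = median of compound wells and 100% = cells with positive control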
* hit, by the source's call.

item	SMILES	FBW7 activator	TEAD-YAP inh	MITF inh	GPR151 activ
1	CCCCn1c(=N)c(C(N)=S)cc2c(=O)n3cccc(C)c3nc21	0.1	-7.4	6.2	0.3
2	Cc1ccc(CSc2nc3cc(C(=O)NCCCN4CCOCC4)ccc3c(=O)n2-c2ccc(F)cc2)cc1	-0.2	-4.8	7.3	-0.7
3	O=C(Nc1ccc(Cl)c(-c2nc3ccccc3o2)c1)c1cc2ccccc2o1	0.0	-15.3	-19.6	1.2
4	COc1cc(C(=O)N/N=C\c2ccc(-c3cccc(C(=O)O)c3)o2)cc(OC)c1OC	-0.1	64.9*	17.3	-0.1
5	Cc1cccc(NC(=O)c2ccccc2NS(=O)(=O)c2ccc(F)cc2)n1	-0.1	7.0	-4.6	-1.2
6	Cc1c(C(=O)Nc2ccc3c(c2)OCO3)sc2ncnc(N3CCN(c4ccccc4F)CC3)c12	-0.3	-3.8	17.6	0.1
7	CC1=NN(c2ccccc2)C(=O)/C1=C\c1cc2ccccc2nc1N1CCOCC1	-0.4	-2.8	-5.7	2.0
8	N#Cc1cc(-c2ccnc(Nc3ccc(N4CCOCC4)cc3)n2)cc(N2CCN(C3CC3)CC2)c1	-0.4	0.0	13.6	-0.8
9	Cc1cc(S(=O)(=O)N2CCC(C(=O)Nc3ccc(C(=O)O)cc3)CC2)ccc1Cl	-0.1	-13.6	-6.8	2.1
10	CCCNC(=O)NNC(=O)c1ccc(F)cc1	0.0	3.8	-2.5	0.3
11	O=C(CSc1nc2[nH]ncc2c(=O)[nH]1)N1CCCC1	-0.1	5.3	12.6	1.9
12	Cc1nc(N2CCN(C(=O)Nc3ccc4c(c3)OCCO4)CC2)cc(-n2ccnc2)n1	-0.2	-50.7	-0.3	0.3
13	COC(=O)c1c2c(nc3ccccc13)CCC2	0.5	-3.5	-1.1	0.2
14	Brc1cncc(-c2cc(NCc3cccnc3)nc(-c3ccccc3)n2)c1	-0.2	1.4	-15.2	-0.4
15	COc1ccc(C2(C(=O)NC(c3ccc(F)c(F)c3)c3nccn3C)CC2)cc1 (centres undefined)	0.0	-8.5	3.1	-1.1
16	CCN(CC)c1nc(Nc2ccc3c(c2)OCO3)nc(NC2CCN(Cc3ccccc3)CC2)n1	-0.1	-34.9	7.5	1.8
17	COCCN1CCN(C(=O)c2ccc(OC3CCN(C(=O)C4CC4)CC3)cc2)CC1	0.1	14.0	3.4	-0.2
18	COc1ccc(-c2cnnn2-c2ccc(NC(=O)c3cc4ccccc4oc3=O)cc2)cc1OC	0.2	17.9	2.0	1.4
19	Nc1nnc(SCC(=O)NCCc2ccc(Cl)cc2Cl)s1	-0.1	-5.8	-2.0	-1.0
20	COc1cc(C2NC(=O)c3ccccc3N2)c(Cl)cc1OCC(=O)O (centres undefined)	-0.2	-68.9	-0.5	0.2
21	COc1ccc(/C=C2/NC(=S)N(c3ccc(OC)cc3)C2=O)cc1	-0.2	-7.8	-6.1	-0.8
22	O=C(NNC1CC(=O)N(c2ccc(Oc3ccccc3)cc2)C1=O)c1ccccc1 (centres undefined)	0.0	-9.0	-17.6	0.8
23	CCSc1nc2sc3c(c2c(=O)n1CC)CCCC3	-0.2	-6.2	-5.4	-0.7
24	CCOC(CNC(=O)CCNS(=O)(=O)c1ccc(Cl)cc1)OCC	0.0	7.2	2.8	-0.4
25	OCCN1CCN(c2nccn3c(-c4ccc(F)c(Cl)c4)cnc23)CC1	-0.2	0.6	-14.5	-1.6

Whole records, quoted from the list.
COc1cc(C2NC(=O)c3ccccc3N2)c(Cl)cc1OCC(=O)O (centres undefined) is entered as FBW7 activator = -0.2; TEAD-YAP inh = -68.9; MITF inh = -0.5; GPR151 activ = 0.2
COc1ccc(/C=C2/NC(=S)N(c3ccc(OC)cc3)C2=O)cc1 is entered as FBW7 activator = -0.2; TEAD-YAP inh = -7.8; MITF inh = -6.1; GPR151 activ = -0.8

(listing goes on)
item	SMILES	FBW7 activator	TEAD-YAP inh	MITF inh	GPR151 activ
26	CCOC(=O)NC(=O)COC(=O)C(CCSC)NC(=O)COc1ccccc1 (centres undefined)	0.0	6.4	8.7	0.3
27	Oc1oc(-c2ccccc2)nc1C=Nc1cc(C(F)(F)F)ccc1Cl	0.0	-2.0	10.6	2.7
28	O=C(Cc1ccccc1)NN1C(=O)/C(=C/c2cccs2)SC1=S	-0.2	10.8	-3.1	-0.4
29	Nc1ccc2c(c1)S(=O)(=O)c1cc(N)ccc1-2	0.1	-0.8	4.5	-0.7
30	Cc1cccc(OCC(=O)N/N=C/c2ccccc2[N+](=O)[O-])c1	0.2	-6.1	12.4	0.1
31	COc1ccc(N=Cc2c(O)ccc3ccccc23)c([N+](=O)[O-])c1	0.0	10.2	-7.5	0.9
32	COC(=O)c1ccccc1NC(=O)CSc1nc2ccsc2c(=O)n1CCC(=O)O	1.0	9.3	2.8	-1.1
33	CCOC(=O)c1sc(=NC(=O)c2cc(OC)c(OC)c(OC)c2)n(C)c1C	0.1	1.5	18.1	-1.2
34	C/C(=N\NC(=O)C1SCCCS1)c1ccccc1	-0.1	-19.3	1.6	1.4
35	COc1ccc(/C=C\C(=O)Nc2c(C)nc3nc[nH]n3c2=O)cc1	-0.1	-3.1	5.4	-1.5
36	O=C(Nc1ccc2c(c1)OCO2)c1nn2c(c1Br)NC(c1cccs1)CC2C(F)(F)F (centres undefined)	-0.1	-8.3	-4.0	-0.7
37	CS(=O)(=O)N(CC(=O)N1CCN(c2ccccc2F)CC1)c1cccc(F)c1	-0.1	-8.0	2.3	0.1
38	Cc1nn(CC(=O)N2CCCC(C)C2)c(=O)c2cc3ccsc3n12 (centres undefined)	0.4	11.4	7.6	0.2
39	COCC(=O)N1CCC(C(Cc2ccccc2F)N(C)Cc2cn(C)nc2C)CC1 (centres undefined)	0.0	-3.0	4.0	-1.6
40	COc1ccc(CCNc2cc(C)nc(-c3ccc(N4CCN(C)CC4)cc3)n2)cc1	-0.1	3.4	8.2	2.9
41	COc1cc(OC)c(NC(=O)CCc2c(C)nc3nc(CN)nn3c2C)cc1Cl	0.2	-2.5	14.0	-0.3
42	Cc1c(Cl)cccc1NCn1nnc2ccccc21	0.2	15.8	1.3	-1.6
43	COC(=O)c1ccc(C(=O)OC)c(NC(=O)CCCC(=O)O)c1	-0.1	-0.3	-11.4	-0.9
44	COc1ccc(/C=N\NC(=O)Cc2cccc3ccccc23)cc1OC	0.2	-17.9	19.1	0.4
45	Cn1c(=O)cc(SCC(=O)Nc2cc(-c3cccc(F)c3)no2)c2ccccc21	0.0	-2.4	-5.8	-0.2
46	O=C(c1cccc(C(F)(F)F)c1)C1CCCN(C(=O)/C=C/c2ccccn2)C1 (centres undefined)	0.1	-11.4	1.1	0.5
47	O=[N+]([O-])c1c(Cl)cc(O)c2c1C1C=CCC1C(c1ccc(Cl)cc1)N2 (centres undefined)	0.1	14.0	32.0	1.0
48	CCOC(=O)c1cnc2ccccc2c1NCCN1CCOCC1	-0.2	-9.7	0.3	-0.5
49	CC1(C2CCN(Cc3ccccc3C(F)(F)F)CC2)NC(=O)NC1=O (centres undefined)	0.0	-4.2	-1.0	1.2
50	CCCCCOC(=O)Cn1c(N2CCOCC2)nc2c1c(=O)[nH]c(=O)n2C	-0.1	0.1	5.6	-1.4

Continued; the last six above are carried over.
item	SMILES	FBW7 activator	TEAD-YAP inh	MITF inh	GPR151 activ
45	Cn1c(=O)cc(SCC(=O)Nc2cc(-c3cccc(F)c3)no2)c2ccccc21	0.0	-2.4	-5.8	-0.2
46	O=C(c1cccc(C(F)(F)F)c1)C1CCCN(C(=O)/C=C/c2ccccn2)C1 (centres undefined)	0.1	-11.4	1.1	0.5
47	O=[N+]([O-])c1c(Cl)cc(O)c2c1C1C=CCC1C(c1ccc(Cl)cc1)N2 (centres undefined)	0.1	14.0	32.0	1.0
48	CCOC(=O)c1cnc2ccccc2c1NCCN1CCOCC1	-0.2	-9.7	0.3	-0.5
49	CC1(C2CCN(Cc3ccccc3C(F)(F)F)CC2)NC(=O)NC1=O (centres undefined)	0.0	-4.2	-1.0	1.2
50	CCCCCOC(=O)Cn1c(N2CCOCC2)nc2c1c(=O)[nH]c(=O)n2C	-0.1	0.1	5.6	-1.4
51	C=CCN1C(=O)/C(=C/c2ccccc2OC)SC1=S	0.1	-5.1	16.2	-0.2
52	CC(=O)C1=C(O)C(=O)N(c2nc3ccccc3s2)C1c1ccc(C(C)C)cc1 (centres undefined)	0.0	13.6	0.9	-1.1
53	CCOc1ccccc1C(=O)ON1C(=O)c2ccccc2C1=O	0.2	7.7	16.1	-1.3
54	COc1ccc(-c2nn(-c3ccccc3)cc2/C=C\C(N)=O)cc1	0.0	-9.0	6.1	-2.6
55	CCOC(=O)C1=C(C)Nc2nc3ccccc3n2C1c1ccccc1[N+](=O)[O-] (centres undefined)	0.0	-12.9	0.7	-1.9
56	CCOc1cc(C=O)cc(Br)c1OCC(=O)Nc1ccccc1C	1.3	4.4	6.5	-0.2
57	CCCN1CCN(C(=O)c2nn(-c3cccc(OC)c3)c(=O)c3ccccc23)CC1	0.1	-0.4	15.3	1.1
58	Clc1ccc(-n2cccc2CN2CCc3nnc(C4CCCO4)n3CC2)nc1 (centres undefined)	0.0	12.9	6.7	0.5
59	COCCNC(=O)/C(C#N)=C/c1cc(C)n(-c2sc3c(c2C#N)CCCC3)c1C	0.7	6.0	-2.8	-0.2
60	O=C(NCC1Cc2cc(F)cc(-c3cncnc3)c2O1)c1ccoc1 (centres undefined)	-0.1	-9.2	-6.2	0.9
61	Fc1cccc(C2CC(c3cccs3)Nc3ncnn32)c1 (centres undefined)	0.1	-1.3	-9.0	-0.3
62	Oc1[nH]c2ccccc2c1N=Nc1nc(N2CCOCC2)nc(N2CCOCC2)n1	0.0	-1.9	-1.9	1.2
63	O=[N+]([O-])c1ccc(S(=O)(=O)N2CCN(Cc3c[nH]c4ccccc34)CC2)cc1	-0.2	11.6	17.5	-0.4
64	CC1(C)CC(=O)C=C(Nc2ccccc2O)C1	0.6	2.8	-0.2	-0.8
65	O=C1/C(=C\Nc2cccc([N+](=O)[O-])c2)CCc2ccccc21	-0.2	-26.8	6.1	-0.1
66	Cc1nc(S(=O)(=O)N2CCOCC2)c(C#N)c(C)c1Cl	0.2	6.8	2.4	3.9
67	CCCCCn1c(=O)c2c(nc3n(Cc4ccc(OC)cc4)c(C)c(C)n23)n(C)c1=O	0.1	2.2	2.5	0.5
68	CCOc1ccc(S(=O)(=O)N(CC(=O)N2CCCC2)c2ccc(C)cc2)cc1	0.1	-0.4	11.0	1.3
69	COc1ccc(/C=C2\SC(=Nc3cccc(O)c3)NC2=O)cc1OC	-0.5	43.4*	3.3	0.6
70	CC(=O)N1CCN(CC(=O)Nc2ccccc2Sc2ccc(Cl)cc2)CC1	0.0	4.5	2.7	-1.7
71	CCC(COC)NC(=O)CCc1nnc(CCc2ccccc2OC)o1 (centres undefined)	0.2	9.2	9.4	-2.5
72	Cc1cccc(C(=O)NCCc2nc3ccccc3n2Cc2ccccc2F)c1	-0.2	3.5	-2.9	0.7
73	COC(=O)c1cc2oc(C)cc2n1CC(=O)Nc1ccc(N(C)C)cc1	-0.3	11.0	-7.4	-0.6
74	CCc1ccc(S(=O)(=O)n2nnc3ccccc32)cc1	-0.2	-3.9	0.0	-0.5
75	CCn1c2ccccc2c2cc(CNCC3CCCO3)ccc21 (centres undefined)	-0.2	1.0	8.6	0.2

Structural class: those above containing a CF3 group
item	SMILES	FBW7 activator	TEAD-YAP inh	MITF inh	GPR151 activ
27	Oc1oc(-c2ccccc2)nc1C=Nc1cc(C(F)(F)F)ccc1Cl	0.0	-2.0	10.6	2.7
36	O=C(Nc1ccc2c(c1)OCO2)c1nn2c(c1Br)NC(c1cccs1)CC2C(F)(F)F (centres undefined)	-0.1	-8.3	-4.0	-0.7
46	O=C(c1cccc(C(F)(F)F)c1)C1CCCN(C(=O)/C=C/c2ccccn2)C1 (centres undefined)	0.1	-11.4	1.1	0.5
49	CC1(C2CCN(Cc3ccccc3C(F)(F)F)CC2)NC(=O)NC1=O (centres undefined)	0.0	-4.2	-1.0	1.2

Next entries
item	SMILES	FBW7 activator	TEAD-YAP inh	MITF inh	GPR151 activ
76	Clc1ccc(-c2nc(N3CCCCC3)c3ccccc3n2)cc1	0.1	-0.7	4.8	0.7
77	C=CCNc1nc(-c2ccccn2)nnc1-c1ccccc1	-0.5	-4.9	70.3*	2.8
78	O=C1NC(=O)N(c2ccccc2)C(=O)/C1=C/c1ccc(C(=O)O)cc1	-0.1	8.5	-4.9	0.3
79	Cc1ccc2c(c1)N(C(=O)N1CCC(C(=O)NCc3ccccc3)CC1)CCO2	0.1	-4.5	5.5	-2.8
80	Cc1ccc(Cl)cc1N=Cc1nc(-c2ccccc2)oc1O	0.5	-0.2	8.9	-1.6
81	CC1CCN(S(=O)(=O)c2ccc(F)c(C(=O)Nc3cccc(F)c3)c2)CC1	1.6	9.1	20.6	-0.7
